Source: PubChem (Fisher Drug Discovery Resource Center)
NPYLR7 agonist: mosquito NPYLR7 agonism. hit rate 0.15% among 270,000. activation, % at 10 µM. HEK293T NPYLR7/Galpha15, GCaMP6s calcium fluorescence. AID 1259423; in the data active means activation above about 40%;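 further: 0% = vehicle and 100% = reference agonist at the receptor; some compounds past the cut are filed as inactive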
mcGAS lum: inhibitors of mouse cGAS. AID 1259399. hit rate 0.15% among 160,000. inhibition, % at 12.5 µM. recombinant cGAS, Kinase-Glo ATP depletion luminescence. Q8C6L5;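 further: 0% = negative control wells and 100% = reference inhibitor with no enzyme activity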
hcGAS lum: human cGAS inhibition; Q8N884; recombinant h-cGAS, ATP depletion, Kinase-Glo luminescence; inhibition, % at 12.5 µM; hit rate 0.081% among 290,000; AID 1259398;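 further: 0% = vehicle reaction and 100% = reaction without DNA for no activity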
Target sequence (Q8N884 whole entry, looked up): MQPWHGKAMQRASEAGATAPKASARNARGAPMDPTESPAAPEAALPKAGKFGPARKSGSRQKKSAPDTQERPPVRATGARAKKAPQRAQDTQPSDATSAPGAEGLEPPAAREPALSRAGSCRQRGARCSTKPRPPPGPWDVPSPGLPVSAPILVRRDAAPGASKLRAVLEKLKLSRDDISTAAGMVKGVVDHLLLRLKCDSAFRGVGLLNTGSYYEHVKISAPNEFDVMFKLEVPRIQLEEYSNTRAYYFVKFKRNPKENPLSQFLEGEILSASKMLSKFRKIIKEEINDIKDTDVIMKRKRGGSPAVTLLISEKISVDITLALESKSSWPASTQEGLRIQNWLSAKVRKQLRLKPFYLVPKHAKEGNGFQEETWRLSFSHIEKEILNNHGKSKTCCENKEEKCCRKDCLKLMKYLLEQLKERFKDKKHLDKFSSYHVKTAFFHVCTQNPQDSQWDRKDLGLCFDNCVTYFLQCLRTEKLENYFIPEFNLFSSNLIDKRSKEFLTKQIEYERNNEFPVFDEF
* marks the source's active call; other numbers are inactive results; / = not tested or not shown; & = joins results of further samples. Unless noted, no stated cut-off is given here; in the data, active means inhibition above about 40%; inactive means the rest.

Structure	NPYLR7 agonist	mcGAS lum	hcGAS lum
O=S1(=O)CCC(n2nc(-c3ccco3)cc2NS(=O)(=O)c2ccccc2)C1 (centres undefined)	-1	-8	-8
CC(C)c1n[nH]c(=S)c2c1cnn2-c1ccc(F)cc1	-3	/	-4
CC1CCN(Cc2nnnn2CCCC(=O)NCC2COc3ccccc3O2)CC1 (centres undefined)	8	/	-4
O=C(NCc1ccc(Cn2ccnc2)cc1)C1=CCCCO1	2	/	-5
CN(C)c1cc(-c2noc(Cc3ccccc3Cl)n2)ccn1	-5	1	1
COC(=O)c1cccc(OCc2nn[nH]n2)c1	-6	-1	0
CN(Cc1ccccc1)c1nc2c(c(=O)n(C)c(=O)n2C)n1CCSc1ncccn1	-8	/	-5
CCN(Cc1ccncc1)C1CCCN(C(=O)c2ccn(C(C)(C)C)c2)C1 (centres undefined)	-8	/	-1
CCC(C(=O)N1CCCC(C(=O)NC2CCCC[C@H]2NC(=O)c2ccc(F)cc2)C1)c1ccccc1 (some centres undefined)	/	-3	0
CC1(C(=O)NS(=O)(=O)Cc2ccccc2C(F)(F)F)CCN1C(=O)Cc1ccsc1 (centres undefined)	2	/	-9
COC(=O)c1ccc(OC)c(CN2N=NC3C(=O)N(c4ccc(C)c(C)c4)C(=O)C32)c1 (centres undefined)	-9	3	2
CCC(=O)Oc1ccc2c(c1)O/C(=C\c1ccco1)C2=O	-1	80*	17
O=C(c1ccc(N2CCC(NCc3cnc4ccccn34)CC2)cc1)N1CCc2ccccc2C1	4	-12	-6
COc1ccccc1NC1CCN(CC2CCCCO2)CC1 (centres undefined)	1	/	-11
O=C(c1ccco1)N1C2CCC(O)(CC2)C1CO (centres undefined)	27	-8	-7

Single values from the list:
`O=C(NCc1ccc(Cn2ccnc2)cc1)C1=CCCCO1` – hcGAS lum = -5
`CC1CCN(Cc2nnnn2CCCC(=O)NCC2COc3ccccc3O2)CC1` (centres undefined) – NPYLR7 agonist = 8
`CC(C)c1n[nH]c(=S)c2c1cnn2-c1ccc(F)cc1` – hcGAS lum = -4

Structures shown so far that have an NH in an aromatic ring:
Structure	NPYLR7 agonist	mcGAS lum	hcGAS lum
CC(C)c1n[nH]c(=S)c2c1cnn2-c1ccc(F)cc1	-3	/	-4
COC(=O)c1cccc(OCc2nn[nH]n2)c1	-6	-1	0

Other structures
Structure	NPYLR7 agonist	mcGAS lum	hcGAS lum
N#CCNC(=O)CCC(Cc1ccc(Cl)cc1)C(=O)NCC#N (centres undefined)	7	-13	-6
O=C(c1cc(COc2ccccc2)[nH]n1)N(Cc1ccsc1)C1CC1	13	-17	-5
O=C(NCc1ccc(OC(F)(F)F)cc1)c1cncn1-c1ccc(-c2cc(C(F)(F)F)cc(C(F)(F)F)c2)cc1	10	-6	-1
Cn1cc(-c2noc(C3CCCCCC3)n2)cn1	0	/	-20
S=C(Nc1ccc2c(c1)OCCO2)Nc1cccc2c1CCCC2	-1	-18	-8
COc1ccc(-c2cc3c(=O)n(CC(=O)Nc4cccc(SC)c4)ccn3n2)cc1	1	-7	-5
C#CCNS(=O)(=O)c1ccc(C)cc1Cl	8	/	-13
O=c1cccnn1CCNS(=O)(=O)c1ccc(Cl)c(Cl)c1	0	/	-12
OCCCCNc1ncnc2sc3c(c12)CCCC3	-2	-1	-12
C=CCc1ccccc1OCC(O)Cn1c(=O)c(C#N)c2n(c1=O)CCCCC2 (centres undefined)	0	/	-7
Cc1ccccc1Oc1cc(N2CCN(C(=O)N(C)C)C(C)C2)ncn1 (centres undefined)	-9	-4	-4
COC(=O)CN(C)Cc1cccc(C(=O)Nc2c(C)cnn2C)c1	1	-13	0
COc1ccc(Cl)cc1S(=O)(=O)N1CCN(CCO)CC1	-7	-6	-3
CN1CCN(CC(NC(=O)NCc2ccon2)c2ccccc2)CC1 (centres undefined)	-2	4	1
CN1C[C@H](C(=O)N[C@]2(C)O[C@@]3(O)[C@@H]4CCCN4C(=O)[C@H](Cc4ccccc4)N3C2=O)C[C@@H]2c3cccc4[nH]cc(c34)C[C@H]21	-8&-2&1	-4	-3&-1&-2
Cc1ccccc1-n1c(-c2ccc(Cl)cc2)cc(C(=O)N2CCN(C(=O)C(Cl)Cl)CC2)c1C	-2	-3	-4
O=C(c1cn(CCCc2ccccc2)nn1)N1CCN(Cc2cccc(Cl)c2)CC1	4	/	-8
O=C(Nc1ccccc1-c1nc2ccccc2o1)c1ccccc1F	14	-6	-7
CC(C(=O)NCc1cccnc1)n1c(=O)n(-c2ccc(F)cc2)c(=O)c2ccc(Cl)cc21 (centres undefined)	9	3	-4
O=S(=O)(NCCc1ccc(Cl)cc1)c1ccc(Cl)cc1	20	/	-8
COc1ccc(C(=O)N2CCN(c3nc(-c4cccc(F)c4)nc(C)c3Cc3ccccc3)CC2)c(OC)c1	/	-7	-4
COc1ccc(-c2onc(C)c2C(=O)N[C@H](C)c2cccc(OC)c2)cc1	-2	-6	-3
CCOc1ccccc1NC(=O)N1CCSC1c1ccc(C(C)(C)C)cc1 (centres undefined)	-1	1	-1
NC(=O)CCn1cc(CN2CCCCC2c2cccnc2)c2ccccc21 (centres undefined)	3	/	1
O=S(=O)(c1cccc(F)c1)N1CCN(c2nccs2)CC1	17	/	-5
CC1(C(=O)Nc2cccc(NS(C)(=O)=O)c2)CCN1Cc1ccccc1Cl (centres undefined)	9	/	-8
Cc1[nH]c(=O)c(C(=O)N2CCC3(CN(C)C(=O)O3)C2)c(C)c1Cl (centres undefined)	5	-11	-10
Cc1csc(NC(=O)CCc2nc(Cc3ccccc3)no2)n1	10	/	-14
Cn1c(SCC(=O)Nc2ccccc2)nnc1-c1ccc(=O)n(C)c1	2	/	-13
CN(C)c1cc(C(F)(F)F)nc(-n2cnnc2S(C)=O)n1 (centres undefined)	-2	-3	5
Cc1cc(C)cc(C(=O)N(C)CC(=O)N2CCCC2)c1	6	/	-14
CCCCn1ncc(C)c1NC(=O)c1ccc(CN(C)C)cc1	7	-14	0
Cc1cn2c3c(=O)n(CC(C)C)c(=O)n(C)c3nc2n1C(C)C	1	/	-5
COc1cccc(-c2cc(-c3ccc(C(=O)N[C@H]4CCC[C@@H]4OCc4ccccc4)cc3)[nH]n2)c1	25	-7	-5
COC(=O)c1ccc(/C=N\NC(=O)CSc2nnc(-c3ccc(Cl)cc3)n2-c2ccccc2)cc1	-3	-3	-2
Cc1ccc(C(=O)N(CC(=O)Nc2nc(CC(=O)NCc3cccc(C(F)(F)F)c3)cs2)C(C)C)cc1	17	-4	-6
CC1(C)OC2C(CO)OC(NC(=O)CNC(=O)c3ccccc3)C2O1 (centres undefined)	-3	/	-7
C#CC1(NC(=O)C2CCN(CCOC)C2)CCCCC1 (centres undefined)	0	-14	-3&-4
COc1ccc(C2CC(c3cc(C)ccc3C)=NN2C(=O)CN2CCc3ccccc3C2)cc1 (centres undefined)	23	-4	-1
O=C(C[n+]1ccccc1-c1ccccn1)c1ccc2c(c1)OCCO2	1	/	-9
CCN(CC)S(=O)(=O)c1ccc2c(c1)nc(SCc1ccc(OC)c(C)c1)n2Cc1ccco1	27	-2	-5
C=CCn1c(=O)c(C(=O)OCC)c(O)c2ccccc21	-21	0	2
CC(CC(F)(F)F)NCCc1csc(-c2cccnc2)n1 (centres undefined)	8	-1	2
O=C(CCN(c1nc(C2CC2)nc2cc(Cl)ccc12)C1CC1)NCc1ccccc1	5	-6	0
CS(=O)(=O)C(C#N)=Cc1cccc(C(F)(F)F)c1	5	/	-6

Reformatted field by field: entries from further up
> O=C(NCc1ccc(Cn2ccnc2)cc1)C1=CCCCO1
  NPYLR7 agonist = 2; mcGAS lum = /; hcGAS lum = -5
> CN(C)c1cc(-c2noc(Cc3ccccc3Cl)n2)ccn1
  NPYLR7 agonist = -5; mcGAS lum = 1; hcGAS lum = 1
> COC(=O)c1cccc(OCc2nn[nH]n2)c1
  NPYLR7 agonist = -6; mcGAS lum = -1; hcGAS lum = 0
> CN(Cc1ccccc1)c1nc2c(c(=O)n(C)c(=O)n2C)n1CCSc1ncccn1
  NPYLR7 agonist = -8; mcGAS lum = /; hcGAS lum = -5

Later entries:
Results follow in this order: NPYLR7 agonist, mcGAS lum, hcGAS lum
> CCc1ncc2c(n1)CN(C(=O)c1ccc(N3CCCC3=O)cc1)C2
 : 4, -8, -5
> COc1ccc(C(=O)N2CCN(C(C(=O)NCCc3ccccc3OC)C3CCCC3)CC2)cc1 (centres undefined)
 : -21, 0, 2
> CCCCc1cn(CC2CCN(C(=O)c3ccc4cc[nH]c4c3)CC2)nn1
 : 33, /, -1
> CC1(C)CC(=O)C=C(C(=O)N2CCC3(CCCN(CCCc4ccccc4)C3)C2)O1 (centres undefined)
 : /, -10, -1
> CC1=CC[C@@H]2CN(C(=O)CCS(=O)(=O)c3ccccc3)C[C@@H]2C1
 : -2, /, -3
> O=S(=O)(c1ccc(Cl)cc1)N1CCN(c2nc(-c3cccc(Br)c3)nc3ccccc23)CC1
 : 7, 0, -1
> O=C(COCc1ccccc1)N1CCN(C(C(=O)N2CCCC2)C2CCCC2)CC1 (centres undefined)
 : -8, -3, 1
> CCN1CCN(CC(=O)N2CCC3(CCCN(CCC4CCCCC4)C3)C2)CC1 (centres undefined)
 : 13, /, 1
> O=C(NCC1CCCO1)C1CCCN(S(=O)(=O)N2CCCCC2)C1 (centres undefined)
 : 0, /, -5
> N#Cc1ccc(N2CCCN(C(=O)NC3CC3c3cccc(F)c3)CC2)cc1 (centres undefined)
 : 2, /, -4
> Cc1cc(O)cc(=O)n1CC(=O)N1CCCCC1c1cc2ccccc2[nH]1 (centres undefined)
 : 4, /, -6
> CC1(C(=O)NC2CC2)CCN1Cc1ccc2ccccc2c1 (centres undefined)
 : -4, /, 4
> C=CCn1c(SCc2ccc(C(=O)Nc3ccc4c(c3)OCO4)cc2)nnc1-c1ccc(C)cc1
 : 12, -3, -2
> CS(=O)(=O)c1ccc(NS(=O)(=O)c2ccc(F)c(F)c2)cc1
 : 6, /, -5
> CCOC(=O)C1=C(C)N=c2s/c(=C\c3cccnc3)c(=O)n2C1c1cccc(OC)c1 (centres undefined)
 : 6, -6, -3
> COCCn1c(SCC(=O)Nc2cccc(Cl)c2)nc2c([nH]c3ccccc32)c1=O
 : 1, -1, -2
> O=C(Nc1cnc2c(O)cccn2c1=O)c1ccc(F)cc1
 : 0, -9, -7
> O=C(c1c(F)cccc1C(F)(F)F)N1CCC(CCc2ccc(-c3ccccc3)cc2)CC1
 : 4, -9, -7
> O=C(NCC1Cc2cccc(F)c2O1)C1CC1 (centres undefined)
 : 19, -5, -5
> COc1ccc2oc(=O)c(-c3nnc(-c4ccccc4)o3)cc2c1
 : -2, -8, -2
> CCn1cc(CN2CCC3(CCC3N3CCOCC3)CC2)cn1 (centres undefined)
 : /, -3, -3
> O=C(/C=C\c1ccco1)Nc1c2c(nn1-c1ccc([N+](=O)[O-])cc1)CSC2
 : 1, /, -7
> COc1cccc(C2CC(c3ccc(Br)cc3)=NN2S(C)(=O)=O)c1OC (centres undefined)
 : -4, /, -6
> CCC(C)(C)NC(=O)c1ccc(-n2cncn2)cc1
 : 0, /, -7
> CC(C1CCN(c2nc(C(C)(C)C)nc3c2cnn3C)CC1)N1CCOCC1 (centres undefined)
 : 6, /, -4
> O=c1ccc(-c2nc(-c3cccc(F)c3)no2)cn1Cc1cc(=O)n2ccccc2n1
 : 10, -5, -5
> CCn1nc(C(=O)O)cc1-c1ccc(F)c(F)c1
 : 23, /, -8
> Cc1nc(SCCNC(=O)c2cc(C3CC3)[nH]n2)n[nH]1
 : 3, -16, -4
> Nc1ccc(Br)cc1C(NCC(=O)O)c1ccccc1 (centres undefined)
 : -1, -8, -1
> COc1ccc(-c2nc(CSCCc3ccccc3)cs2)cc1OC
 : 4, -2, -3
> CC1Cc2ccccc2N1CCC(=O)Nc1ccc(F)cc1 (centres undefined)
 : 2, -7, -8
> COC(=NCC1CC1)NC(=O)c1ccc2c(c1)OCO2
 : 12, -4, -6
> Cc1ccc(COc2ccc3c(C4CC4)noc3n2)cc1
 : 2, -4, -5
> COc1ccc(C)c(NC(=O)c2ccc3nc(-c4ccc(C#N)cc4)[nH]c3c2)c1
 : 13, /, -10
> CC(c1nc(-c2ccc(Cl)cc2)no1)N1CCC(CN2CCCCC2)C1 (centres undefined)
 : 13, /, -5
> CCCCc1nc2cc(C(=O)NCc3nc(C)c4c(n3)CCCC4)ccc2o1
 : 20, /, -7
> CS(=O)(=O)c1ccc(NS(=O)(=O)c2ccccc2Br)cc1
 : -2, /, 0
> C=CCn1c(SCC(=O)NCc2ccccc2)nnc1-c1ccccc1F
 : -8, -2, -2
> COc1ccc(-c2nc(NCCc3ccccc3)c3ccc(Cl)cc3n2)cc1
 : 8, -5, -6
> CCc1cc(C(=O)N2CCC(CCC(=O)NCc3cccc(C(F)(F)F)c3)CC2)n(C)n1
 : 10, -10, -5
> CC(=O)N1CCCC(C(=O)NC2CCN(Cc3ccccc3)C2=O)C1 (centres undefined)
 : 1, 0, 11
> O=S(=O)(NCCSc1ccccn1)NCc1ccccc1
 : 10, /, -5
> COc1ccc(CC(=O)N2CCCN(c3nc(Cc4ccc(C)cc4)nc4c3c(C)nn4-c3ccc(F)cc3)CC2)cc1
 : 6, -4, 0
> O=C(CCc1ccccc1)N(CCCN1CCOCC1)c1nc2c(F)cc(F)cc2s1
 : -3, -7, -4
> O=C(Nc1nnc(SCc2ccccc2F)s1)c1ccc([N+](=O)[O-])cc1
 : 8, -2, 0
> O=C1CC(N2CCCc3ccccc32)C(=O)N1c1ccccc1Cl (centres undefined)
 : -5, /, -1
